# Source: PubChem BioAssay (NCI)
# All columns: NCI-60 one-dose screen, growth in % after 48 h at 10 µM unless noted; 100 = growth as untreated, 0 = no growth, -100 = all killed.
# OVCAR-5 = OVCAR-5 ovarian cancer. hit rate 2.9% among 82,000. AID 1794783
# SK-OV-3 = SK-OV-3 ovarian cancer cells; hit rate 3.2% among 80,000; AID 1794785
# SN12C = SN12C renal cancer cells | hit rate 3.8% among 81,000 | AID 1794767
# NCI-H23 = NCI-H23 lung cancer. AID 1794731. hit rate 4% among 80,000
# IGROV1 = IGROV1 ovarian cancer; AID 1794786; hit rate 4.7% among 79,000
# OVCAR-4 = OVCAR-4 ovarian cancer cells. hit rate 3.7% among 80,000. AID 1794784
# OVCAR-3 = OVCAR-3 ovarian cancer; hit rate 7% among 79,000
# NCI/ADR-RES = NCI/ADR-RES ovarian cells. hit rate 4.4% among 81,000. AID 1794790
# NCI-H226 = NCI-H226 lung cancer. hit rate 3.5% among 79,000. AID 1794732
# Numbers without * were called inactive; . = not tested or not shown; & = joins results of further samples; [ ] = dose if it differs, or a comment. Rule for the calls: active = growth percent below 10; inactive = the rest.
# Start of the data: the first three entries as a preview:
SMILES,OVCAR-5,SK-OV-3,SN12C,NCI-H23,IGROV1,OVCAR-4,OVCAR-3,NCI/ADR-RES,NCI-H226
C=C(C)[C@@H]1CC[C@]2(C(=O)N[C@@H](Cc3ccccc3)C(=O)OC)CC[C@]3(C)[C@H](CC[C@@H]4[C@@]5(C)CCC(=O)C(C)(C)[C@@H]5CC[C@]43C)[C@@H]12,98,99,95,87,89,73,73,99,95
O=C1CC(c2nc3ccccc3s2)CN1Cc1ccccc1 (stereo not given),105,107,99,96,100,113,97,102,93
N#CC1C=Cc2c(ccc3ccccc23)N1C(=O)c1ccccc1 (stereo not given),45,5.0*,39,30,26,45,-57*,-22*,13

# This part in full, repeating the preview:
SMILES,OVCAR-5,SK-OV-3,SN12C,NCI-H23,IGROV1,OVCAR-4,OVCAR-3,NCI/ADR-RES,NCI-H226
C=C(C)[C@@H]1CC[C@]2(C(=O)N[C@@H](Cc3ccccc3)C(=O)OC)CC[C@]3(C)[C@H](CC[C@@H]4[C@@]5(C)CCC(=O)C(C)(C)[C@@H]5CC[C@]43C)[C@@H]12,98,99,95,87,89,73,73,99,95
O=C1CC(c2nc3ccccc3s2)CN1Cc1ccccc1 (stereo not given),105,107,99,96,100,113,97,102,93
N#CC1C=Cc2c(ccc3ccccc23)N1C(=O)c1ccccc1 (stereo not given),45,5.0*,39,30,26,45,-57*,-22*,13
O=C1NC(=O)C(c2ccc(Cl)cc2)(c2ccccc2Cl)N1 (stereo not given),107,.,94,106,.,100,118,107,87
COC1=CC(n2cccc2)=N/C1=C\c1[nH]c(C)c(C(=O)OCc2ccccc2)c1C,115,108,90,97,89,97,97,95,94
COc1ccc(C2=Nc3c(N)nc(N)nc3NC(c3ccc(Oc4nc(Nc5ccc(F)cc5)nc(N(C)C)n4)c(OC)c3)C2)cc1 (stereo not given),108,93,90,88,63,48,82,63,77
Cc1ccccc1NC(=O)N/N=c1\cc(C)c2ccc(O)cc2o1,111,94,97,101,104,104,111,104,97
Fc1cccc(-c2ccc3c(c2)C2(CCNCC2)CN3)c1,103,112,95,92,97,92,102,95,98
CN(C)c1ccc(/C=C/C(=O)c2ccccc2)cc1,113,97,85,98,99,101,90,81,100
Cc1ccc(C2CC(c3ccc(NC(=S)Nc4ccccc4)cc3)=NN2c2ccc(S(C)(=O)=O)cc2)cc1 (stereo not given),107,115,95,103,109,109,106,106,92
CCOC(=O)C1=C(C)NC(SCc2cc(=O)oc3ccc4ccccc4c23)=N[C@@H]1c1cccc2ccccc12,119,94,100,89,89,104,90,90,89
COc1ccc2[nH]cc(-c3noc(C(=O)c4cn(C)c5ccc(F)cc45)n3)c2c1,100,87,93,90,60,95,97,96,83
CCC(Br)(CC)C(=O)c1ccc(OCC(=O)O)c(Cl)c1Cl,106,94,89,103,.,97,116,99,87
CC(=O)c1c(C)n2c(=O)cc(C)c3c(O)c(O)cc1c32,91,119,102,101,103,102,102,95,104
O=C(N/N=C/c1ccccc1O)c1ccncc1,71,63,78,71,54,49,18,38,70
COC(=O)[C@]1(C(C)C)N[C@H](c2cn(-c3ccccc3)nc2-c2ccccc2)[C@@H]2C(=O)N(c3ccc(Cl)cc3)C(=O)[C@@H]21,101,93,97,93,103,117,89,90,105
COc1cccc(-c2nc3sccn3c2-c2ccnc(NCCCNS(=O)(=O)c3ccc(F)cc3)c2)c1,84,75,30,31,30,30,36,10,28
C=CCNC(=S)NNC(=O)c1cc2ccc1CCc1ccc(cc1)CC2,102,120,98,104,104,101,108,104,111
CN(C)c1ccc(/C=C2/SC(=O)N(c3nc(N4CCCC4)nc(N4CCCC4)n3)C2=O)cc1,111,110,95,93,100,103,108,97,98
CC1(C)COC(=S)N1CCC#N,103,95,100,94,108,103,103,96,101
O=C(C1CC1)N1CCN(Cn2sc3ccccc3c2=O)CC1,134,114,96,98,105,112,99,98,113
COC(=O)CC(O)CC(=O)OC,108,120,103,109,114,123,109,102,98
CC(SC(C)C(=O)N/N=C/c1cccc(F)c1)C(=O)N/N=C\c1cccc(F)c1 (stereo not given),107,100,97,98,127,101,109,109,96
Cc1ccccc1C1=NN(C(=O)Cc2ccccc2)C(c2c[nH]c3ccccc23)C1 (stereo not given),92,85,93,82,76,.,92,93,86
CC(O)C(N)=O (stereo not given),101,110,106,96,116,97,107,118,102
Cc1ccc(S(=O)(=O)CC(=O)O)cc1,102,93,96,103,106,95,111,105,103
O=C1CC2(CCOCC2)Oc2ccccc21,108,113,108,104,109,104,111,102,104
Cc1cc(O)c([N+](=O)[O-])cc1Cl,85,96,92,98,107,110,112,111,106
COc1ccc(/C=C2\C(=O)Nc3ccc(Cl)cc32)cc1OCc1ccccn1,50,63,44,32,46,8.1*,52,27,16
ClCCn1c(CCl)nc2ccc(Cl)cc21,-23*,.,-47*,-17*,-63*,-19*,-90*,2.4*,.
CCOC(=O)c1ccccc1OCc1ccccc1,101,101,101,104,106,102,102,101,95
O=C(O)C(c1ccccc1)C1(O)CCCCC1 (stereo not given),132,100,93,110,.,108,100,124,77
COC(=O)[C@]12CC[C@@H](C)[C@H](C)[C@@H]1C1=CC[C@@H]3[C@@]4(C)CC(=O)[C@H](O)[C@@](C)(CO)[C@@H]4C(=O)C[C@@]3(C)[C@]1(C)CC2,51,3.9*,.,-14*,-28*,14,-27*,-24*,-5.6*
O=C1OCC/C1=C\c1ccc(O)cc1,105,99,94,106,.,109,97,111,98
c1ccc(-c2ccc(C3CCCN3)cc2)cc1 (stereo not given),95,102,89,112,104,106,.,108,84
CN[C@@H](CCCNC(N)=NC/C=C(/C)CCC=C(C)C)C(=O)N(C)[C@@H](CCCNC(N)=NCC=C(C)C)C(=O)N[C@H](C)[C@H](OS(=O)(=O)O)c1ccc(OS(=O)(=O)O)c(COS(=O)(=O)O)c1,113,110,101,100,110,120,107,105,89

# Four neighbouring compounds from above:
SMILES,OVCAR-5,SK-OV-3,SN12C,NCI-H23,IGROV1,OVCAR-4,OVCAR-3,NCI/ADR-RES,NCI-H226
COC(=O)[C@]12CC[C@@H](C)[C@H](C)[C@@H]1C1=CC[C@@H]3[C@@]4(C)CC(=O)[C@H](O)[C@@](C)(CO)[C@@H]4C(=O)C[C@@]3(C)[C@]1(C)CC2,51,3.9*,.,-14*,-28*,14,-27*,-24*,-5.6*
O=C1OCC/C1=C\c1ccc(O)cc1,105,99,94,106,.,109,97,111,98
c1ccc(-c2ccc(C3CCCN3)cc2)cc1 (stereo not given),95,102,89,112,104,106,.,108,84
CN[C@@H](CCCNC(N)=NC/C=C(/C)CCC=C(C)C)C(=O)N(C)[C@@H](CCCNC(N)=NCC=C(C)C)C(=O)N[C@H](C)[C@H](OS(=O)(=O)O)c1ccc(OS(=O)(=O)O)c(COS(=O)(=O)O)c1,113,110,101,100,110,120,107,105,89

# More compounds.
SMILES,OVCAR-5,SK-OV-3,SN12C,NCI-H23,IGROV1,OVCAR-4,OVCAR-3,NCI/ADR-RES,NCI-H226
O=C(NC1C(O)OC(CO)C(O)C1O)NS(=O)(=O)c1ccc(Cl)cc1 (stereo not given),100,105,98,104,107,105,112,105,.
CCC(C)C1OC1(C)C1(O)C(/C=C/C=C/C=C/C(=O)O)C2CC=C(C)CC2C2OC21C (stereo not given),117,109,99,81,103,87,110,101,108
COC(=O)[C@@]1(C)CC[C@]2(C)CC[C@]3(C)C(=CC(=O)[C@@H]4[C@@]5(C)Cc6c([nH]c7ccccc67)C(C)(C)[C@@H]5CC[C@]43C)[C@@H]2C1,89,80,94,93,102,80,113,103,99
CCOC(=O)C1=NN(c2ccccc2)C(=O)C1,106&99,108&104,107&93,110&102,103&102,106,128&109,106&97,111&100
O=C1NN(C(=O)c2ccccc2)C(c2ccc(Cl)c(Cl)c2)=C/C1=C\c1ccccc1,96[7.5 µM],90[7.5 µM],91[7.5 µM],97[7.5 µM],84[7.5 µM],88[7.5 µM],94[7.5 µM],92[7.5 µM],87[7.5 µM]
COc1ccc(C(=O)n2cc(C=O)c3ccccc32)cc1,102,133,95,101,93,111,.,95,97
CC(C)c1ccc(/C=C/C(=O)Nc2ncc(Cc3ccc(Cl)cc3Cl)s2)cc1,79,102,88,93,83,88,93,77,99
O=C(CSc1ccc(Cl)cc1)Nc1ccc(-c2nc3ccccc3s2)cc1,107,120,98,91,51,92,75,96,104
CCCCCCCCCCOC(c1ccccc1)c1ccccc1,89,97,102,83,74,100,99,86,85
Cc1ccc2cccc(N)c2n1,114,94,102,86,95,95,97,93,89
CC1(C)[C@@H](O)CC[C@]2(C)[C@H]3CC[C@@H]4[C@H]5[C@H](c6cn(-c7ccccc7)nn6)CC[C@]5(CO)CC[C@@]4(C)[C@]3(C)CC[C@@H]12,118,103,90,92,119,98,88,81,81
CCOC(=O)CCN1C(=O)CCC1C(=O)OCC (stereo not given),96,98,92,96,96,106,109,104,79
c1ccc(COC(Cc2ccccc2)OCc2ccccc2)cc1,102,95,106,102,96,99,102,104,92
CCCCCCCCCCCCCCCCNCCC[C@@H](C)[C@H]1CC[C@H]2[C@@H]3[C@H](OCCCN)C[C@@H]4C[C@H](OCCCN)CC[C@]4(C)[C@H]3C[C@H](OCCCN)[C@]12C,-3.7*,-46*,-83*,-40*,-42*,-37*,-10*,-61*,-1.4*
c1ccc(-c2nnc3ccccc3n2)cc1,107,96,84,61,72,107,84,94,85
C=CCC(=O)N[C@H](Cc1ccc(-c2cc(Cl)cc(Cl)c2)cc1)[C@H](O)[C@@H](O)C(=O)OCC,94,82,92,94,98,87,98,99,92
CNC(=O)c1cccc(NC(=O)c2ccc3c(c2)nnn3/C(C#N)=C/c2ccccn2)c1,20,83,-16*,-39*,-2.5*,41,-69*,84,-97*
CCOC(=O)c1c(Cl)c2c(n1C)-c1oncc1CCC2,85,120,89,96,107,.,118,95,.
COc1ccc(-c2nc3ncccn3c2-c2nc3ccc(C)cc3[nH]2)cc1,112,104,109,100,106,106,95,102,95
COC(=O)c1c2c(c(C)[n+]([O-])c1C)C(=O)C(NCc1cccc(Cl)c1)=CC2=O,41,81,0.8*,15,2.8*,-76*,-24*,0.8*,80
O=C1C=CC(=Nc2cc(Br)c(O)c(Br)c2)C=C1,95,117,79,78,72,50,32,64,94
CC1=NN(c2cccc(Cl)c2)C(=O)/C1=C\c1cccn1S(=O)(=O)c1ccc(C)cc1,110,81,80,74,76,71,68,78,74
O=[N+]([O-])c1ccc(-c2cn3nc(-c4c[nH]c5ccc(Br)cc45)sc3n2)cc1,88,88,95,82,76,88,98,98,94
COc1ccc(CSc2nnc(-c3ccc4c(c3)nc(-c3ccccc3)n4C3CCCCC3)o2)cc1,102,79,86,84,106,56,79,67,78
O=[N+]([O-])c1ccc(-c2nn(-c3ccccc3)cc2C2CC(c3ccc(F)cc3)=NN2)cc1 (stereo not given),90,90,87,89,85,85,101,73,84
COc1ccc(C2CC(n3nnnc3-c3ccccc3)=NN2)cc1Br (stereo not given),95,81,107,95,121,92,101,96,98
O=c1nc(N2CCOCC2)oc2c(-c3cccs3)cccc12,95,101,103,87,92,98,97,89,78
COc1nc2ccccc2cc1/C=N/O,81,78,92,85,87,113,95,91,84
Nc1ccc(S(=O)(=O)c2ccc(NCNC(CSSCC(NCNc3ccc(S(=O)(=O)c4ccc(N)cc4)cc3)C(=O)O)C(=O)O)cc2)cc1 (stereo not given),112,110,97,126,108,103,104,119,85
O=C(/C=C/c1cn(-c2ccccc2)nc1-c1ccc(OCc2ccccc2)cc1)c1ccc(Cl)cc1,100,99,96,102,109,113,108,101,90
CCC(C)CC(C)C(=O)c1c(O)ccn(O)c1=O (stereo not given),73,65,21,25,24,30,19,4.7*,96
COc1ccc(C2CC(c3cccc(OCCCCOc4cccc(C5=NN(C(C)=O)C(c6ccc(OC)cc6)C5)c4)c3)=NN2C(C)=O)cc1 (stereo not given),96,84,80,57,84,20,68,76,62
Cc1nc2sc(C(=O)Nc3ccc(S(N)(=O)=O)cc3)c(N)c2c(C)c1Br,90,99,104,104,96,83,94,107,104
CCCCn1c(=O)c(/C=C/C(=O)/C=C/c2ccc(OC)cc2)cc2cc(Cl)ccc21,95,108,76,49,59,43,20,42,70
CCN(C(=S)Nc1cccc(C(F)(F)F)c1)c1ccccc1,107,88,106,99,100,94,114,104,103
Cc1ccc(Sc2oc(-c3ccc(C)cc3)nc2[P+](c2ccccc2)(c2ccccc2)c2ccccc2)cc1,7.8*,-3.4*,3.6*,-17*,-74*,-3.1*,-3.4*,1.7*,16
COc1ccc(-c2nc3sc(C)nn3c2/C=C2/C(=O)Nc3ccccc32)cc1,94,106,103,90,67,97,98,91,60
CC(C)c1ccc2c(c1)CC[C@H]1[C@](C)(C(=O)OCC#CCN3CCOCC3)CCC[C@]21C,81,96,94,76,97,69,90,90,84
CCn1c(Cc2ccccc2Nc2c(Cl)cccc2Cl)nnc1SCC(=O)NN1C(=O)/C(=C/c2ccc(OC)cc2)SC1=S,105,99,101,101,109,97,108,101,99
O=c1[nH]c(CNc2ccc(NCc3c(-c4ccccc4)no[n+]3[O-])cc2)nc2c1cnn2-c1ccccc1,109,102,79,63,73,64,94,61,77
O=C(Nc1ccccc1)Nc1ncnc2c1ncn2-c1ccccc1Cl,101,110,88,103,108,101,91,98,88
COc1ccc(Cc2cc(-c3ccccc3)nn(C/C(=N\O)c3ccccc3)c2=O)cc1,97,100,65,72,69,64,74,53,67
C#C[C@]1(O)CC[C@H]2[C@@H]3CC=C4c5sc(Nc6ccc(C(=O)O)cc6)nc5CC[C@]4(C)[C@H]3CC[C@@]21C,100,87,99,97,104,91,.,102,102
O=C(O)c1cn(C2CC2)c2cc(N3CCN(Cc4nc5c(cnn5-c5ccccc5)c(=O)[nH]4)CC3)c(F)cc2c1=O,95,100,97,97,95,101,112,102,105
C=CCOC1=C2CC[C@H](O)[C@@]2(C)CCC1=O,99,108,111,91,107,107,100,90,102
Nc1ccc(N=Nc2c(S(=O)(=O)O)cc3cc(S(=O)(=O)O)cc(O)c3c2O)cc1,105,101,107,100,120,99,109,102,119
